NCI-60 one-dose screen, 48 h, at 10 µM unless noted. Numbers give growth in % (100 = growth as untreated, 0 = no growth, -100 = all killed).
NCI-H226: NCI-H226 lung cancer | 79,000 compounds, 3.5% hits
NCI/ADR-RES: NCI/ADR-RES ovarian cells; 81,000 compounds, 4.4% hits
NCI-H322M: NCI-H322M lung cancer. AID 1794733. 80,000 compounds, 2.7% hits
NCI-H460: NCI-H460 lung cancer. 82,000 compounds, 6.8% hits
NCI-H23: NCI-H23 lung cancer; AID 1794731; 80,000 compounds, 4% hits
COLO 205: COLO 205 colon cancer. AID 1794742. 79,000 compounds, 7.3% hits
KM12: KM12 colon cancer cells | AID 1794800 | 82,000 compounds, 5% hits
IGROV1: IGROV1 ovarian cancer; 79,000 compounds, 4.7% hits; AID 1794786
NCI-H522: NCI-H522 lung cancer | 78,000 compounds, 8% hits | AID 1794739
Numbers without * were called inactive. How the source made its calls: active means growth percent below 10; inactive means the rest. Hits appear at their usual frequency; any-hit rate near 12%.

`C=CCOC(=O)C1=C(C)NC2=C(C(=O)CC(c3ccc(Cl)cc3)C2)C1c1cccnc1` (stereo not drawn) gave NCI-H226 80.5, NCI/ADR-RES 82.1, NCI-H322M 85.6, NCI-H460 89.7, NCI-H23 99.6, COLO 205 83.8, KM12 63.1, IGROV1 73.1 and NCI-H522 69.1.
Screening O=C(Nc1ncc(Cc2ccccc2)s1)c1ccc2c(c1)OCCCO2 returned NCI-H226 46.2, NCI/ADR-RES 9.4*, NCI-H322M 45.4, NCI-H460 15.2, NCI-H23 29.1, COLO 205 12.0, KM12 16.4, IGROV1 41.1 and NCI-H522 -4.7*.
For COc1ccc2[nH]cc(C(=O)O)c2c1 the results were NCI-H226 90.8, NCI/ADR-RES 99.9, NCI-H322M 102.7, NCI-H460 113.1, NCI-H23 95.4, COLO 205 112.7, KM12 103.7, IGROV1 112.9 and NCI-H522 100.4.
For O=[N+]([O-])c1ccc(Br)cc1 the results were NCI-H226 98.6, NCI/ADR-RES 107.2, NCI-H322M 113.2, NCI-H460 109.5, NCI-H23 99.7, COLO 205 104.7, KM12 110.4, IGROV1 108.7 and NCI-H522 82.9.
`O=C(Cc1ccccc1)N(c1ccccc1)c1ccccc1` gave NCI-H226 101.8, NCI/ADR-RES 97.5, NCI-H322M 97.1, NCI-H460 105.9, NCI-H23 99.7, COLO 205 103.8, KM12 92.7, IGROV1 102.4 and NCI-H522 84.3.
`CCOC(=O)C(CC(C(=O)OCC)C(=O)OCC)C(=O)OCC` gave NCI-H226 97.8, NCI/ADR-RES 96.3, NCI-H322M 107.8, NCI-H460 105.2, NCI-H23 95.4, COLO 205 115.3, KM12 108.5, IGROV1 127.3 and NCI-H522 113.9.
`COc1ccc(C(=O)/C=C/c2ccccc2[N+](=O)[O-])cc1S(N)(=O)=O` gave NCI-H226 102.4, NCI/ADR-RES 107.0, NCI-H322M 106.7, NCI-H460 108.0, NCI-H23 102.1, COLO 205 107.9, KM12 116.1, IGROV1 108.4 and NCI-H522 100.6.
Screening O=S(=O)(Nc1ccc(C(F)(F)F)c(Cl)c1)c1ccc(-c2cnc(C3CC3)o2)cc1 returned NCI-H226 80.3, NCI/ADR-RES 75.2, NCI-H322M 91.1, NCI-H460 79.0, NCI-H23 75.0, COLO 205 103.4, KM12 77.8, IGROV1 54.6 and NCI-H522 63.6.
For Fc1cc(-c2nn(CN3CCOCC3)c(=S)n2/N=C/c2ccc(Cl)cc2)c(Cl)cc1Cl the results were NCI-H226 96.4, NCI/ADR-RES 96.0, NCI-H322M 97.1, NCI-H460 118.4, NCI-H23 107.8, COLO 205 127.8, KM12 102.2, IGROV1 108.2 and NCI-H522 90.9.
`CC(C)c1ccc(OC(=O)Nc2c(Cl)cccc2Cl)cc1` gave NCI-H226 108.9, NCI/ADR-RES 106.4, NCI-H322M 92.8, NCI-H460 117.1, NCI-H23 98.9, COLO 205 116.0, KM12 100.8, IGROV1 107.4 and NCI-H522 82.5.
`Cc1ccc(Cl)c(-n2c(SCC(=O)Nc3ccc(S(=O)(=O)Nc4nccc(C)n4)cc3)nc3ccccc3c2=O)c1` gave NCI-H226 95.6, NCI/ADR-RES 103.0, NCI-H322M 105.4, NCI-H460 119.5, NCI-H23 104.7, COLO 205 105.6, KM12 100.7, IGROV1 106.3 and NCI-H522 95.5.
For Cc1ccc(C2NC(=S)N3C(c4ccc(C)cc4)NC(=S)N23)cc1 (stereo not drawn) the results were NCI-H226 63.1, NCI/ADR-RES 19.0, NCI-H460 9.7*, NCI-H23 38.9, COLO 205 44.0, KM12 8.4* and NCI-H522 -39.2*.
Screening C#Cc1nc(/C=C/CCCCCCC(=O)NO)cs1 returned NCI-H226 87.6, NCI/ADR-RES 24.9, NCI-H322M 85.2, NCI-H460 51.8, NCI-H23 -34.2*, COLO 205 81.8, KM12 74.7, IGROV1 -80.3* and NCI-H522 -61.4*.
COc1ccc(/C=C/C(=O)c2ccc(NC(=O)CSc3nnc(-c4ccc(-c5nc6ccc(Cl)cc6[nH]5)cc4)o3)cc2)cc1OC was read as NCI-H226 102.1, NCI/ADR-RES 105.2, NCI-H322M 100.4, NCI-H460 101.4, NCI-H23 103.5, COLO 205 110.5, KM12 96.2, IGROV1 90.2 and NCI-H522 89.1.
Screening CN(C)S(=O)(=O)c1oc(-c2ccccc2)nc1C#N returned NCI-H226 98.2, NCI/ADR-RES 106.8, NCI-H322M 99.6, NCI-H460 109.0, COLO 205 75.9, KM12 92.9, IGROV1 38.8 and NCI-H522 -64.7*.

The final three records of the part above are carried over, then new ones follow:
Screening C#Cc1nc(/C=C/CCCCCCC(=O)NO)cs1 returned NCI-H226 87.6, NCI/ADR-RES 24.9, NCI-H322M 85.2, NCI-H460 51.8, NCI-H23 -34.2*, COLO 205 81.8, KM12 74.7, IGROV1 -80.3* and NCI-H522 -61.4*.
COc1ccc(/C=C/C(=O)c2ccc(NC(=O)CSc3nnc(-c4ccc(-c5nc6ccc(Cl)cc6[nH]5)cc4)o3)cc2)cc1OC was read as NCI-H226 102.1, NCI/ADR-RES 105.2, NCI-H322M 100.4, NCI-H460 101.4, NCI-H23 103.5, COLO 205 110.5, KM12 96.2, IGROV1 90.2 and NCI-H522 89.1.
Screening CN(C)S(=O)(=O)c1oc(-c2ccccc2)nc1C#N returned NCI-H226 98.2, NCI/ADR-RES 106.8, NCI-H322M 99.6, NCI-H460 109.0, COLO 205 75.9, KM12 92.9, IGROV1 38.8 and NCI-H522 -64.7*.
For Cc1nc2sc(C(=O)Nc3cccc4ccccc34)c(N)c2cc1C(=O)c1ccccc1 the results were NCI-H226 68.3, NCI/ADR-RES 12.9, NCI-H322M 62.4, NCI-H460 7.3*, NCI-H23 40.2, COLO 205 -2.8*, KM12 19.1, IGROV1 24.8 and NCI-H522 15.5.
COc1ccc(C2CC(=O)Nc3c2cnn3C)cc1 (stereo not drawn) was read as NCI-H226 98.6, NCI/ADR-RES 109.2, NCI-H322M 99.1, NCI-H460 102.7, NCI-H23 105.6, COLO 205 103.7, KM12 103.0, IGROV1 107.6 and NCI-H522 103.0.
Cc1cc(C)cc(Nc2c(Nc3cc(C)cc(C)c3)c(=O)c2=O)c1 was read as NCI-H226 96.1, NCI/ADR-RES 94.5, NCI-H322M 99.0, NCI-H460 101.2, NCI-H23 93.0, COLO 205 108.3, KM12 101.2, IGROV1 103.8 and NCI-H522 94.8.
For O=C(Nc1cccc(Cl)c1)c1cc(Cl)ccc1O the results were NCI-H226 -2.5*, NCI/ADR-RES 2.8*, NCI-H322M 4.2*, NCI-H460 2.1*, NCI-H23 0.8*, COLO 205 78.6, KM12 5.1*, IGROV1 17.5 and NCI-H522 -2.3*.
Screening CC(C)(C)c1ccc(O)c([N+](=O)[O-])c1 returned NCI-H226 116.0, NCI/ADR-RES 111.8, NCI-H322M 116.4, NCI-H460 114.5, NCI-H23 104.7, KM12 110.5, IGROV1 98.2 and NCI-H522 100.1.
For Cc1ccc(S(=O)(=O)CC(=O)c2cc3ccccc3o2)cc1 the results were NCI/ADR-RES 104.6, NCI-H322M 100.4, NCI-H460 100.5, NCI-H23 97.9, KM12 104.9, IGROV1 106.2 and NCI-H522 98.0.
For O=S(=O)(O)c1ccc(N=Nc2ccc(N=Nc3cccc4ccccc34)c(S(=O)(=O)O)c2)cc1 the results were NCI-H226 90.1, NCI/ADR-RES 102.7, NCI-H322M 102.0, NCI-H460 98.9, NCI-H23 91.5, COLO 205 100.5, KM12 104.5, IGROV1 96.3 and NCI-H522 102.5.
O=[N+]([O-])C=C(c1ccccc1)c1ccccc1 was read as NCI-H226 88.6, NCI/ADR-RES 75.5, NCI-H322M 88.0, NCI-H460 88.4, NCI-H23 81.9, COLO 205 113.6, KM12 66.4, IGROV1 86.5 and NCI-H522 72.7.
CCOC(=O)/C(C#N)=C/NCC1CC1 was read as NCI-H226 100.3, NCI/ADR-RES 112.7, NCI-H322M 116.7, NCI-H460 103.5, NCI-H23 105.5, COLO 205 109.6, KM12 111.6, IGROV1 112.3 and NCI-H522 96.8.
Screening Cc1nn(-c2nc(-c3cc4ccccc4oc3=O)cs2)c(C)c1N=Nc1ccc(F)cc1 returned NCI-H226 105.6, NCI/ADR-RES 107.1, NCI-H322M 94.9, NCI-H460 111.5, NCI-H23 95.8, COLO 205 111.7, KM12 103.8, IGROV1 106.2 and NCI-H522 103.7.
For O=C1c2cccc3c(N4CCCCC4)ccc(c23)C(=O)N1c1cccc(-c2nn(-c3ccccc3)cc2-c2nc3ccccc3s2)c1 the results were NCI-H226 86.7, NCI/ADR-RES 97.6, NCI-H322M 104.2, NCI-H460 119.8, NCI-H23 87.4, COLO 205 109.2, KM12 102.5, IGROV1 64.8 and NCI-H522 106.9.
For CC(C)NCCOC(=O)c1ccccc1 the results were NCI-H226 111.1, NCI/ADR-RES 110.6, NCI-H322M 99.4, NCI-H460 102.2, NCI-H23 102.5, COLO 205 105.2, KM12 107.3, IGROV1 97.6 and NCI-H522 91.8.
CCOC(=O)CC1C(CNC(=O)NC)OC(n2cnc3c(NC(=O)Nc4ccccc4)ncnc32)C1O[Si](C)(C)C(C)(C)C (stereo not drawn) was read as NCI-H226 75.9, NCI/ADR-RES 85.6, NCI-H322M 90.5, NCI-H460 47.6, NCI-H23 91.7, COLO 205 43.0, KM12 43.4, IGROV1 51.1 and NCI-H522 80.2.
`CCc1cc(C)cc(C(C)(C)C)c1` gave NCI-H226 99.2, NCI/ADR-RES 107.0, NCI-H322M 98.2, NCI-H460 104.6, NCI-H23 102.6, COLO 205 110.9, KM12 111.4, IGROV1 101.6 and NCI-H522 84.9.
Screening CC(=O)N1CCN(c2ccc(NC(=O)COc3ccc(C4CCCCC4)cc3)cc2)CC1 returned NCI/ADR-RES 59.8, NCI-H322M 129.7, NCI-H460 88.8, NCI-H23 69.1, COLO 205 91.7, KM12 99.6 and NCI-H522 67.7.
`CC1=C(C(=O)Nc2cccc(C(F)(F)F)c2)C(c2ccc(F)cc2)C2=C(CC(C)(C)CC2=O)N1` (stereo not drawn) gave NCI-H226 78.7, NCI/ADR-RES 72.7, NCI-H322M 87.8, NCI-H460 73.1, NCI-H23 78.0, COLO 205 68.7, KM12 76.5, IGROV1 71.5 and NCI-H522 80.0.
Screening C/C(=C\C(=O)c1ccccc1)c1ccccc1 returned NCI-H226 103.8, NCI/ADR-RES 110.8, NCI-H322M 104.0, NCI-H460 111.5, NCI-H23 103.8, COLO 205 110.0, KM12 114.0, IGROV1 116.1 and NCI-H522 90.1.
Screening N#Cc1c(N)sc(N)c1C#N returned NCI-H226 104.7, NCI/ADR-RES 102.1, NCI-H322M 110.5, NCI-H460 104.6, NCI-H23 101.2, COLO 205 105.7, KM12 99.4, IGROV1 114.3 and NCI-H522 109.3.
For COCCNC(C)=O the results were NCI-H226 90.3, NCI/ADR-RES 120.0, NCI-H322M 108.0, NCI-H460 102.3, NCI-H23 107.1, COLO 205 107.5, KM12 103.5, IGROV1 106.4 and NCI-H522 96.6.
For CCCCn1c(=O)c(-c2cc(-c3ccc(Cl)cc3)nc(-c3ccc(Cl)cc3)c2)cc2ccc(Cl)cc21 the results were NCI-H226 98.5, NCI/ADR-RES 95.9, NCI-H322M 98.4, NCI-H460 106.5, NCI-H23 97.8, COLO 205 104.7, KM12 99.3, IGROV1 105.1 and NCI-H522 98.4.
Screening CCC#CC[C@H]1C/C=C2/C(=O)C=C[C@@H]2C/C=C\CCCC(=O)O1 returned NCI-H226 -26.6*, NCI/ADR-RES 22.7, NCI-H322M 45.4, NCI-H460 -38.1*, NCI-H23 20.4, COLO 205 -22.7*, KM12 -48.8*, IGROV1 7.7* and NCI-H522 -29.0*.
Screening O=C(COc1ccc(/C=C2\C(=O)Nc3cc(Cl)ccc32)cc1)Nc1ccccc1 returned NCI-H226 93.1, NCI/ADR-RES 101.9, NCI-H322M 97.8, NCI-H460 107.7, NCI-H23 97.8, COLO 205 105.8, KM12 101.1, IGROV1 103.0 and NCI-H522 95.8.
`CC(=O)c1ccc(-c2cn3ccnc3c(-c3ccc4ncn(C5CCCCC5)c4c3)n2)cc1` gave NCI-H226 101.8, NCI/ADR-RES 95.8, NCI-H322M 98.8, NCI-H460 92.8, NCI-H23 91.4, COLO 205 101.1, KM12 88.3, IGROV1 80.9 and NCI-H522 89.6.
Screening O=c1cc(CO)oc(C(c2cn(-c3ccc(Cl)cc3)nc2-c2ccc(O)cc2)c2oc(CO)cc(=O)c2O)c1O returned NCI-H226 96.9, NCI/ADR-RES 103.7, NCI-H322M 98.9, NCI-H460 104.6, COLO 205 104.8, KM12 95.6, IGROV1 98.2 and NCI-H522 97.8.
Screening CCCCCCCCCCC1CO1 (stereo not drawn) returned NCI/ADR-RES 110.2, NCI-H322M 109.0, NCI-H460 105.5, NCI-H23 106.2, COLO 205 104.9, KM12 108.6, IGROV1 110.7 and NCI-H522 102.5.
`CCCCN(CCCC)CCC(O)c1cc2c(Cl)cc(Cl)cc2c2cc(C(F)(F)F)ccc12` (stereo not drawn) gave NCI-H226 76.6, NCI/ADR-RES 79.8, NCI-H322M 87.3, NCI-H460 68.8, NCI-H23 87.5, COLO 205 65.2, KM12 71.2, IGROV1 78.4 and NCI-H522 74.6.
